Bioassay records as filed in PubChem BioAssay.
NIH3T3 tox: cytotoxic compounds in NIH 3T3 cells; NIH 3T3 viability, CellTiter-Glo ATP luminescence, 48-72 h; Potency, µM (top dose mostly 96.7 µM), inactives show at the highest dose activity change, negative = cytotoxicity, most hits filed as inhibitors; 94,000 tested, 4.3% active; AID 1345082; further: potency means the concentration at half of the fitted maximal effect; nearly all actives have a fitted effect of over 55% in size
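First NIH 3T3 cells are plated at 400 cells/well; next compound is pinned in; then plates incubate 48 or 72 hr at 37 °C; finally CellTiter-Glo is added and luminescence read after 10 min.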
IP6K1 inh: IP6K1 kinase inhibition. activity change, % (series mostly up to about 58 µM). IP6K1 kinase, ADP-Glo luminescence, 2 h; stronger effect = lower value. Q92551. 140,000 tested, 0.81% active; in the data active means activity change below about -25%
Target sequence (Q92551 whole entry, looked up): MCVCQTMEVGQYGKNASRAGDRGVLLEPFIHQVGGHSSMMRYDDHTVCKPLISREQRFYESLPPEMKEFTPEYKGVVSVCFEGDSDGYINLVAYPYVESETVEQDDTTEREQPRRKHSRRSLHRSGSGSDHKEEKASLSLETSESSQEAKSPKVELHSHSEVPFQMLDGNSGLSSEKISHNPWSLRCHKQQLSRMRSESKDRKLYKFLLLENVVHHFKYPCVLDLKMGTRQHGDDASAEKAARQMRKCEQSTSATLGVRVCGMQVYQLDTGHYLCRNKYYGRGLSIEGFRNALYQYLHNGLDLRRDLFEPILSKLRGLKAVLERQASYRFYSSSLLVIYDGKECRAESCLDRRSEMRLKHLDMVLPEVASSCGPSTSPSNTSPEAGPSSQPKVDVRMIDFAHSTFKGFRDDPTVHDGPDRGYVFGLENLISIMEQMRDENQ
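ADP-Glo luminescence measures ADP made by human IP6K1 during a 2 h RT reaction with ATP/IP6 (mix at 1.3 mM/130 uM); top library doses 57.5 and 19.1 uM final.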
GPT2 inh: GPT2 alanine aminotransferase inhibition | Q8TD30 | Recombinant GPT2, coupled pyruvate oxidase/HRP Amplex Red fluorescence | 100,000 tested, 0.25% active | AID 1671188 | Potency, µM (series often up to 57.7 µM), for inactives: top-dose activity change, negative = inhibition, hits mostly inhibitors; further: potency means the concentration at half of the fitted maximal effect; nearly all actives have a fitted effect of over 60% in size; many of its hits are not listed in these tables
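GPT2 10ng/uL, a-KG 250uM, L-Ala 2mM, HEPES pH7.5 + 0.0001% Tween; 30 min RT. Then Amplex mix (PO/HRP/ThPP), 30 min RT dark, fluorescence. AOA 50uM used as positive control.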
SNCA viab count: counter-screen for SNCA expression inhibitors: cell viability; HEK-293-SNCA-luc viability, GF-AFC fluorescence, 24 h; 150,000 tested, 0.12% active; Potency, µM (series often up to 57.1 µM), for inactives: top-dose activity change, negative = cytotoxicity, usual class: cytotoxic;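 further: potency means the concentration at half of the fitted maximal effect; 0% = DMSO-treated cells and -100% = medium-only wells without cells; nearly all actives have a fitted effect of over 30% in size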
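Cytotoxicity counterscreen: after 24 h compound treatment of genome-edited SNCA-luciferase HEK-293 cells, live-cell protease substrate GF-AFC read by fluorescence after 30 min; activity scaled between DMSO (0%) and medium-only (-100%), curves Hill-fitted.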
SNCA expr inh: inhibitors of alpha-synuclein (SNCA) gene expression. Potency, µM (doses to about 57.2 µM), without a hit: top-dose activity change, negative = inhibition, most hits filed as inhibitors. 140,000 tested, 0.17% active. AID 1671194. HEK-293 SNCA-luciferase knock-in, luminescence, 24 h;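 further: potency means the concentration at half of the fitted maximal effect; plate controls were DMSO cells for no effect and cell-free wells for full effect; nearly all actives have a fitted effect of over 45% in size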
Luciferase inh: inhibitors of firefly (Photinus pyralis) luciferase; purified P. pyralis luciferase, luminescence, biochemical; Potency, µM (top dose mostly 115 µM), without a hit: at the top dose activity change, negative = inhibition, actives largely listed as inhibitors; 76,000 tested, 2.5% active; further: potency means the concentration at half of the fitted maximal effect; nearly all actives have a fitted effect of over 65% in size
Target sequence (P08659 whole entry, looked up): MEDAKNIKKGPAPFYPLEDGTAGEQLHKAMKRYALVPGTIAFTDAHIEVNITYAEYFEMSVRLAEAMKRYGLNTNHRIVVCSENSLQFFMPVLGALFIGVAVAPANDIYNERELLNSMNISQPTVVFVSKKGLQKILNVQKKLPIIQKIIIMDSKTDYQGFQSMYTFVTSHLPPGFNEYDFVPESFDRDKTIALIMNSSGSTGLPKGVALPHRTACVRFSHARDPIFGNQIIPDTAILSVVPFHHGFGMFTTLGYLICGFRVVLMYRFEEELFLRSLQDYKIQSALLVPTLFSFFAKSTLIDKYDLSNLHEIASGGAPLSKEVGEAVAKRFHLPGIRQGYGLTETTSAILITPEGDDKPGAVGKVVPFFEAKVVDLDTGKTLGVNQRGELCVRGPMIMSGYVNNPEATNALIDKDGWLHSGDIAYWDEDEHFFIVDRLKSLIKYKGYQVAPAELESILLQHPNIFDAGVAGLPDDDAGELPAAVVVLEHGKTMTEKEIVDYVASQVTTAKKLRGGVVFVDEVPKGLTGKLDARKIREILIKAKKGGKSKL
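Luminescence read by CCD imaging after purified firefly luciferase (10nM final) was added to substrate buffer holding 10uM D-luciferin and 10uM ATP, pH 7.5, pre-dosed with compound.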
HEK293 tox: HEK 293 cell cytotoxicity; 94,000 tested, 6.6% active; Potency, µM (titrated, usually from 115 µM), without a hit: top-dose activity change, negative = cytotoxicity, most hits filed as inhibitors; HEK 293 viability, ATP luminescence (CellTiter-Glo), 48-72 h; further: potency means the concentration at half of the fitted maximal effect; nearly all actives have a fitted effect of over 60% in size
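HEK 293 cells at 250 cells/well were exposed to compounds by pintool transfer for 48 or 72 hr at 37 degree Celsius, 5% CO2. Viability was read as ATP-coupled luminescence with CellTiter-Glo after 10 min at room temperature.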
An asterisk follows results filed as active; i = inactive; ? = inconclusive; / = not tested or not shown; [ ] = remark or other dose. Unless noted, the call rests on the fitted dose curve; in most records, active means well fitted curve in the direction sought with a large enough effect; inconclusive means small, poorly fitted or top-dose-only effect, or another doubt; inactive means no such curve, though single readings can be large; an effect the other way counts as inactive or inconclusive. Unless noted, on the % scale 0 is the no-effect control and ±100 the full control effect. Only part of the results is shown, so the mix of outcomes need not match the whole.

no.	canonical_smiles	Luciferase inh	GPT2 inh	SNCA viab count	HEK293 tox	IP6K1 inh	SNCA expr inh	NIH3T3 tox
1	O=C(c1ccccn1)N1CC(n2cc(COCc3ccccc3)nn2)C1	/	i	-1%	-3%	13	5%	-10%
2	Cc1ccc(-c2cc(C(=O)NCC(F)F)c3cnn(C)c3n2)c(C)c1	/	?	9%[87.6 µM]	?	-5	0%[87.6 µM]	?
3	CC(=O)N1CCc2c(n(Cc3cccnc3)n(CCc3ccccc3)c2=O)C1	-1%[172 µM]	-17%[88.5 µM]	3%[87.6 µM]	-6%[172 µM]	12	-3%[87.6 µM]	?
4	CCCCC(=O)N1c2ccccc2C(C)(c2ccccc2)CC1(C)C (stereo not given)	/	/	1%	/	4	-4%	/
5	CC(C)NC(=O)[C@@H]1C[C@@H](N)CN1C(=O)c1cccc2ccccc12	3%	-10%	4%	-2%	0	-14%	2%
6	CCCn1c(CCC(=O)Nc2cccc(C)c2C)nc2cccnc21	/	/	-12%	/	41	-2%	/
7	Cc1ccc(CN2CCc3nc(N4CCN(c5ccccc5F)CC4)ncc3C2)s1	/	/	7%	/	2	-31%	/
8	Cc1ccc(OCc2nc3ccccc3n2Cc2ccccc2Cl)cc1	/	/	-1%	/	2	24%	/
9	COc1ccc(CCC(=O)N2CC[C@H](CO)[C@H](O)C2)cc1OC	1%	1%[11.5 µM]	10%	0%	-6	16%	i
10	COc1cc(Cl)c(C)cc1NC(=O)Cn1c(C)c2cnn(-c3ccccc3)c(=O)c2c1C	/	/	4%	/	-8	-36%	/
11	Cc1c(-c2ccccc2)c(=O)oc2c(CN3CCCC3)c(O)ccc12	/	/	?	/	21	26%	/
12	COc1ccc(-c2cc(N3CCN(C(=O)c4ccccc4Br)CC3)n[nH]2)cc1	-1%	i	?	?	9	?	?
13	CC(=O)N1CCN(C(=O)c2ccc3oc(-c4ccnc(Cl)c4)nc3c2)CC1	/	i	-1%[12.5 µM]	-6%[172 µM]	5	44%[activator][87.6 µM]	-15%[138 µM]
14	CCCCOc1ccc(OC(=O)c2sc3ncn(Cc4cccc(F)c4)c(=O)c3c2C)cc1	/	/	-1%	/	-6	-15%	/
15	Fc1ccc(Nc2cnc3ccc(N4CCOCC4)nn23)cc1F	1%[172 µM]	-11%[88.5 µM]	6%[87.6 µM]	?	-12	6%[87.6 µM]	?
16	COc1ccc(C(=O)N2C[C@@H](CO)[C@H](c3ccncc3)C2)c(C)c1	-7%	i	5%	-15%	12	-10%	-26%
17	COc1cccc(NC(=O)C2CCCN(S(=O)(=O)c3cccc4nonc34)C2)c1 (stereo not given)	/	/	6%	/	-1	-2%	/
18	Cc1c(F)cccc1NC(=O)N1CCC(Oc2ncccc2C(=O)N2CCOCC2)C1 (stereo not given)	8%	i	11%	i	18	-26%	-16%
19	CCOc1ccc(/C=C/c2nc(C#N)c(N3CCC(C)CC3)o2)cc1	/	/	-4%	/	14	?	/
20	Clc1cc(NC2CCCCCC2)n2nccc2n1	-28%[172 µM]	-24%[88.5 µM]	19%[87.6 µM]	89µM*	5	22%[87.6 µM]	?
21	CCc1ccc(NC(=O)CN2C(=O)c3ccccc3Sc3ccc(C(=O)N4CCCC4)cc32)cc1	/	/	-14%	/	-15	-3%	/
22	Cc1ccc(CNS(=O)(=O)c2cc3c(cc2C)N(C)CCO3)cc1	/	/	-3%	/	-1	-4%	/
23	COc1ccccc1CCNC(=O)C(=O)NCC(c1cccs1)S(=O)(=O)c1cccs1 (stereo not given)	/	/	-11%	/	10	4%	/
24	CNC(=O)[C@H]1C[C@H](Oc2ccccc2)CN1C(=O)Cn1ccnc1	1%	i	-8%	0%	9	2%	-2%
25	Cc1cc(N)c2ccccc2[n+]1CCCCCCCCCC[n+]1c(C)cc(N)c2ccccc21	/	?	?	/	22	?	/
26	COc1cc(-c2onc(C)c2C(=O)NC2Cc3ccccc3C2)cc(OC)c1OC	1%	-10%	-5%	?	16	5%	?
27	CC1(c2ccccc2)N(Cc2ccccc2)C(=O)OC12CCN(C(=O)CN1CCOCC1)CC2 (stereo not given)	-3%	0%	5%	4%	-7	1%	14µM*
28	Cc1ccc(Cl)cc1NC(=O)C1CCN(S(=O)(=O)c2cccc3nonc23)CC1	/	/	2%	/	-17	-6%	/
29	Cc1ccc(C)c(CN2C(=O)CSc3ccc(C(=O)NCc4ccccc4)cc32)c1	/	/	5%	/	17	-2%	/
30	CCCc1ncncc1C(=O)N1CCCC(CCc2ccc(F)cc2)C1 (stereo not given)	1%	i	-17%	?	7	-9%	?
31	COCC(=O)N[C@H]1CO[C@H]2[C@@H]1OC[C@H]2O	-1%[230 µM]	i	5%[87.6 µM]	4%[230 µM]	11	-5%[87.6 µM]	-5%[174 µM]
32	CCN(CC)c1cc(CCC(=O)NCc2ccccc2C)ccn1	6%	-2%	-2%	-20%	18	-30%	-18%
33	COc1ccc(NC(=O)O[C@@H]2CO[C@H]3[C@@H]2OC[C@@H]3NC(=O)c2ccc(OC)cc2)cc1	?	i	-3%[87.6 µM]	-28%[172 µM]	8	30%[87.6 µM]	-17%[138 µM]
34	COCc1cccc(-c2n[nH]c3c2CC(=O)N(Cc2ccc(OC)cc2)C3)c1	3%[172 µM]	3%[88.5 µM]	-13%[87.6 µM]	?	-10	?	25µM*
35	CCOC(=O)C1CCN(C(=O)c2cn3ccnc(-c4ccc(OC)cc4)c3n2)CC1	-7%	-1%	5%	79µM*	22	2%	?
36	O=C(Cn1nc(-c2ccc(Cl)cc2)ccc1=O)NCCc1ccccc1	/	/	6%	/	13	7%	/
37	CN(C(=O)CN1C(=O)NC2(CCOCC2)C1=O)c1ccccc1	-9%	i	0%	5%	17	-21%	-3%
38	COc1ccc(N2CCN(S(=O)(=O)c3ccc4c(c3)C(C(C)C)C(=O)N4)CC2)cc1 (stereo not given)	/	/	-6%	/	2	19%	/
39	COc1cccc(-n2cc(C(=O)NCCc3cccc(C)c3)c3ccccc3c2=O)c1	/	/	?	/	-14	?	/
40	COc1ccc(C(=O)N2CCc3nc(C(C)C)nc(-c4ccc(Cl)cc4)c3CC2)cc1	/	-3%	?	?	4	?	?
41	O=S(=O)(NCC1CCOCC1)c1cccnc1	-4%	-10%	-1%	-21%	9	-4%	-11%
42	CN(C)c1ccc(C(=O)N[C@H]2C[C@H]3C(=O)NC[C@@H](CCC(=O)NCc4cccs4)N3C2)cc1	7%	i	-1%	-15%	20	-5%	-17%
43	Fc1ccccc1-c1cc2c(cn1)CN(Cc1ccncc1)CCN2	71µM*	-6%[88.5 µM]	-4%[87.6 µM]	?	2	17%[87.6 µM]	?
44	CN(Cc1cc(C[C@@H]2C[C@H](NCc3cccnc3)C2(C)C)no1)c1ccccc1	-6%[172 µM]	-4%[88.5 µM]	-11%[87.6 µM]	63µM*	-7	-21%[87.6 µM]	?
45	Cc1nnc2ccc(N3CCN(S(=O)(=O)c4cccc(C(F)(F)F)c4)CC3)nn12	/	/	/	-27%	10	/	?
46	O=C(NCC1CN(C(=O)c2cccc(Cl)c2)CC12CN(c1ccccc1)C2)C1CC1 (stereo not given)	-4%[172 µM]	-4%[88.5 µM]	-6%[87.6 µM]	-27%[172 µM]	2	-15%[87.6 µM]	?
47	Cc1cnc(C(=O)N2CCC(F)(c3nc(-c4ccncc4)no3)CC2)cn1	0%	-25%	-3%	-20%	-6	0%	-4%
48	COc1cc(C(=O)NCC(c2ccc(N(C)C)cc2)N2CCc3ccccc32)cc(OC)c1OC (stereo not given)	/	/	-15%	/	-10	-10%	/
49	COc1ccccc1-c1cnc(Nc2ccc(CN3CCN(C)CC3)cc2)c2c1CCO2	?	3%[88.5 µM]	-18%[87.6 µM]	35µM*	-2	11%[87.6 µM]	25µM*
50	COCc1cc(C)nc2sc3c(=O)n(-c4ccccc4C(F)(F)F)nnc3c12	/	/	-6%	/	16	-10%	/
51	COc1ccc(C(=O)N2CC3(C2)NC(=O)c2ccccc2O3)cc1	-5%[172 µM]	-10%[88.5 µM]	6%[87.6 µM]	-25%[172 µM]	0	-4%[87.6 µM]	?
52	CCC(=O)N1CC(C(=O)Nc2ccccn2)C2(CCOCC2)C1 (stereo not given)	2%	-1%	8%	i	21	-1%	4%
53	Cc1cnc(C2CCNC2)n1Cc1ccccc1 (stereo not given)	-1%	i	2%	-21%	2	-2%	4%
54	Cc1oc2c(c1C(=O)N(C)C)CN(Cc1ccc(Br)o1)CC2	2%	0%	-7%	?	-10	15%	-6%
55	COCCN1CCCCCC(O)c2cc(C(=O)NCc3nc4ccccc4n3C)ccc21 (stereo not given)	-7%	-3%	10%	?	-10	-5%	?
56	CC(=O)N[C@@H]1CN(Cc2ccc(F)c(Br)c2)C[C@H]1CO	-2%	i	0%	-13%	3	9%	-19%
57	CCN1CCN(CCCNC(=O)CC2CCN(c3ccnc(NC)n3)CC2)CC1	9%	i	-28%	-27%	-3	2%	-14%
58	CCc1nc2nccc(-c3ccc(Br)cc3)n2n1	-4%	i	22%	?	12	4%	?
59	O=C(c1ccc2c(c1)OCO2)N1CCC(n2cc(-c3nc(-c4ccccc4)no3)nn2)C1 (stereo not given)	?	i	-3%	?	-11	32%[activator]	-43%
60	COc1cccc(-c2cn3c(n2)sc2cc(C(=O)NC4CCCCC4)ccc23)c1	/	/	0%	/	-18	94%[activator]	/

(more compounds)
no.	canonical_smiles	Luciferase inh	GPT2 inh	SNCA viab count	HEK293 tox	IP6K1 inh	SNCA expr inh	NIH3T3 tox
61	COc1ccc(CN2C(=O)COC[C@H]2C(=O)NCc2ccccc2F)cc1OC	-2%	i	4%	-6%	2	-12%	-6%
62	Cc1ccc(C2Cn3nnc(C(=O)N4CCC(C(=O)NCCc5cccs5)CC4)c3CO2)cc1 (stereo not given)	10µM*	i	10%	1%	-8	151%[activator]	-10%
63	O=C(NC1CCCCC1)N[C@H]1C[C@H]2C(=O)N3CCC[C@@H]3C(=O)N2C1	-6%[172 µM]	-4%[88.5 µM]	-4%[87.6 µM]	-16%[172 µM]	10	-27%[87.6 µM]	-27%[174 µM]
64	CC(C)c1ncc(C(=O)N2CC[C@H](N3CCN(C)CC3)[C@H](CCCO)C2)cn1	1%	i	?	-7%	-3	0%	-22%
65	CCOC(=O)[C@H]1C[C@]2(CCCCN(CCO)C2=O)N(C(=O)c2cccc(OC)c2)[C@H]1c1ccco1	/	/	/	-20%	-6	/	?
66	O=C(c1ccccc1F)N1C[C@@H](CO)[C@H](c2nc(C3CC3)no2)C1	7%	?	-12%	4%	-9	-13%	3%
67	CN(C)C[C@@H]1CN(Cc2ccccn2)C[C@H]1NC(=O)c1cc(C2CC2)[nH]n1	5%	i	3%	-1%	24	-19%	-9%
